High-throughput results: PubChem BioAssay, Johns Hopkins Ion Channel Center
Kir21 inh – Kir2.1 (mouse) channel inhibition; P35561; HEK293-Kir2.1, FluxOR thallium flux fluorescence; active compounds read low; B-score at 10 µM; 310,000 compounds, 0.85% hits;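 active = fluorescence ratio B-score at or below minus 3 SD of library scores, with starting-brightness B-score within 2 SD, cut at about -4.2 in these data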;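 note: channel flux triggered by added potassium and thallium sulfate stimulus; B-score of peak minus minimum fluorescence over baseline after thallium stimulus; more negative B-score means stronger Kir2.1 block with less thallium influx; some compounds called inactive have numbers as strong as hits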
Target sequence (P35561 whole entry, looked up): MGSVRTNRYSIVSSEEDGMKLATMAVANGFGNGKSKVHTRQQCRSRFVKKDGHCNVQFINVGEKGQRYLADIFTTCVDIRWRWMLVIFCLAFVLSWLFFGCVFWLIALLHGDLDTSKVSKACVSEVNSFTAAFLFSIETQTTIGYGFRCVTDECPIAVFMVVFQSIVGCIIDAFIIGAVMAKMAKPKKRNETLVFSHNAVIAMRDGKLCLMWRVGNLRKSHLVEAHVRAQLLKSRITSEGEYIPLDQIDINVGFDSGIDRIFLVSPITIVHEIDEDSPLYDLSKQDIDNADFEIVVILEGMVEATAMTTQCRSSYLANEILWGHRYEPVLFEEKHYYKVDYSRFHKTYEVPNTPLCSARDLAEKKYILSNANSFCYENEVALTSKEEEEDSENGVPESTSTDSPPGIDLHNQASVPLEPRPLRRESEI
CHT block – human CHT choline transport inhibition | Q9GZV3 | CHT-expressing cells, membrane potential dye, choline response; active compounds read low | B-score at 10 µM | 310,000 compounds, 0.86% hits;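 active = B-score over 3 SD under the library average, and starting fluorescence ratio not unusually high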;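 note: choline stimulus applied at its EC90 after an EC20 pre-addition; B-score computed on integrated fluorescence ratio after choline addition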
Target sequence (Q9GZV3 whole entry, looked up): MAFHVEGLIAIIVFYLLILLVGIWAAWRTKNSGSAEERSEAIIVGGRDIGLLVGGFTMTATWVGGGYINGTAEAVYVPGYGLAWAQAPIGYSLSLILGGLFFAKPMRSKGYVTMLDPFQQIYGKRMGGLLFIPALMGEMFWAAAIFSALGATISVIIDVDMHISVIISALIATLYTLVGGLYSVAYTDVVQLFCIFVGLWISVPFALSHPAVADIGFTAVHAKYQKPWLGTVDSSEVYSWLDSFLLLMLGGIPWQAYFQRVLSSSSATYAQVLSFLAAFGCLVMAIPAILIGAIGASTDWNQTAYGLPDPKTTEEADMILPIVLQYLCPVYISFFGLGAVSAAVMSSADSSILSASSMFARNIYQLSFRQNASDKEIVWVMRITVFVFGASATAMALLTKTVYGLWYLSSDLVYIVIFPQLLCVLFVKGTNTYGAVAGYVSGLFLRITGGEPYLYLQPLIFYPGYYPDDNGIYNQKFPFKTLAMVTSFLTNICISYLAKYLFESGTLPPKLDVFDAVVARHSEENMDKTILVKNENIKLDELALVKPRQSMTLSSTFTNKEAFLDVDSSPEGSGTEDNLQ
* hit, by the source's call; i = inactive; . = not tested or not shown.

Start of the data: the first three entries, to show the layout:
Order of results: Kir21 inh	CHT block
Oc1ccc2ccccc2c1C=NC12CN3CCN(CN(C3)C1)C2
    0.01	i
CCOC(=O)c1ccc[n+](CC(=O)c2ccccc2)c1
    0.4	i
CNC(=O)NC(=O)CSc1nnc(C(F)(F)F)n1C
    -0.78	i

The whole of this part, from the start:
Order of results: Kir21 inh	CHT block
Oc1ccc2ccccc2c1C=NC12CN3CCN(CN(C3)C1)C2
    0.01	i
CCOC(=O)c1ccc[n+](CC(=O)c2ccccc2)c1
    0.4	i
CNC(=O)NC(=O)CSc1nnc(C(F)(F)F)n1C
    -0.78	i
NC(Cc1ccc2nonc2c1)C(=O)O (stereo not given)
    2.42	i
O=C(N1CCN(Cc2ccc3c(c2)OCO3)CC1)C12CC3CC(CC(C3)C1)C2
    -0.15	i
CCN(CC)S(=O)(=O)c1ccc(Oc2cccc(C(C)=O)c2)nc1
    -0.76	i
O=C(COC(=O)c1cccc(C(=O)OCC(=O)NC2CCCCC2)n1)NC1CCCCC1
    1.43	i
COc1ccc(NC(=O)CN(C)C(=O)C2=COCCO2)cc1
    -1.85	i
CCN(CC)CCNC(=O)Cn1cnc2sc(C)c(S(=O)(=O)N3CCN(c4ncccn4)CC3)c2c1=O
    1.53	i
COc1ccccc1NC(=O)c1nn(C)c(C(=O)Nc2ccccc2OC)c1[N+](=O)[O-]
    0.22	i
Cc1cc(=O)oc(C)c1C(=O)NCCCN1C(C)CCCC1C (stereo not given)
    1.19	i
Cn1c(Cc2ccccc2)nnc1SCC(=O)Nc1ccccc1
    0.43	i
O=C(CN1C2CCCC1CC(NC(=O)C1CCCCC1)C2)Nc1ccccc1C(F)(F)F (stereo not given)
    -0.77	i
O=C(Nc1cccc(F)c1)C1CCCN(S(=O)(=O)c2cnc[nH]2)C1 (stereo not given)
    -1.01	i
COc1ccc(NC(=O)CSc2nc(C)c3c(c2C#N)CCCC3)cc1
    -0.06	i
COC(=O)c1ccc(C2C(C(=O)c3ccc(C)o3)=C(O)C(=O)N2c2cc(C)on2)cc1 (stereo not given)
    -0.54	i
CCC(C(=O)OCC(=O)NC(=O)c1ccccc1OC)c1ccccc1 (stereo not given)
    -8.06*	i
Cn1c(C(=O)OC(C(=O)NC2CCCCC2)c2cccnc2)cc2sccc21 (stereo not given)
    -0.09	i
Cc1cc(C(=O)OCC(=O)Nc2cc(C)on2)c2ccccc2n1
    1.36	i
CC(=O)Nc1scc(-c2ccccc2)[n+]1-c1ccc(C)cc1
    -0.38	i
CC(CCc1ccccc1)NC(=O)CNC(=O)N1CC(=O)Nc2ccccc21 (stereo not given)
    -0.5	i
O=C(COC(=O)c1cccnc1)Nc1cccc2ccccc12
    -0.26	i
CC1CCCC(NC(=O)COC(=O)c2ccccc2NC(=O)c2ccco2)C1C (stereo not given)
    4.33	i
CCC1(C)Cc2c(sc3[nH]c(=S)n(Cc4ccccc4)c(=O)c23)CO1 (stereo not given)
    -1.16	i
O=C(c1ccccc1)C1CN(Cc2ccccc2)CCC1(O)c1ccccc1 (stereo not given)
    -0.05	i
OCC1(CCOc2ccccc2)CCN(Cc2ccccc2C(F)(F)F)CC1
    0.01	i
Cc1sc2nc(CN3CCOCC3)nc(NS(=O)(=O)c3ccccc3)c2c1C
    0.89	i
Cc1c(C(=O)NC(=S)Nc2ccc(NC(=O)c3cccs3)cc2)oc2ccccc12
    0.26	i
COc1ccc(C(c2oc(CO)cc(=O)c2O)c2oc(CO)cc(=O)c2O)cc1OC
    -0.58	i
CCn1ncc(C2=NOC(C(=O)Nc3cccnc3)C2)c1C (stereo not given)
    1.53	i

(more compounds)
Order of results: Kir21 inh	CHT block
COc1ccccc1-c1nnc(NC(=O)CSc2nncn2C)s1
    0.65	i
CCC(=O)N/C(=N/c1nc(C)cc(C)n1)Nc1ccccc1
    -1.07	i
COc1ccc(-c2cn(CCc3c[nH]c4ccccc34)nn2)cc1
    -0.71	i
CC1(OC(=O)C2CCCC2)C(=O)C=C2C=C(c3ccsc3)N(Cc3ccco3)C=C2C1=O (stereo not given)
    0.51	i
NC(=O)C1CCN(C(=O)c2cc(S(=O)(=O)N3CCOCC3)ccc2Cl)CC1
    0.79	i
COc1ccccc1NC(=S)NC(=O)c1ccc(Cn2cc(Br)cn2)cc1
    -0.68	i
Cc1cc(C(=O)N/N=C/c2ccc(-c3ccccc3Cl)o2)n[nH]1
    1.04	i
CC(=O)c1ccc(NS(=O)(=O)c2cc3c(cc2C)N(C)CCO3)cc1
    1.64	i
Cc1c(C(=O)NCc2ccccc2)oc2ccc(S(=O)(=O)N3CCCC3)cc12
    -0.14	i
O=c1c(-c2ccccc2)nnc2sc(COc3ccc(Br)cc3)nn12
    0.02	i
CC(C)(C)c1cc(CN2CCOCC2)c(C(=O)O)o1
    1.15	i
CCN1CCN(C(CNS(=O)(=O)c2ccc(OC)cc2)c2cccnc2)CC1 (stereo not given)
    0.51	i
Cc1cccc(-n2ncc3c2CCCC3NC(=O)CCN2Cc3ccccc3C2=O)c1C (stereo not given)
    -0.27	i
O=C(CN1C(=O)S/C(=C\c2ccccc2F)C1=O)Nc1ccccc1O
    0.5	i
OCCN1C[C@H](O)[C@@H](O)[C@H](O)[C@H]1CO
    0.94	i
Cc1ccc(CNC(=O)c2ccc(N3CCC4(CC3)CC(c3ccccc3)=NO4)c(NC(=O)c3ccco3)c2)cc1
    2.33	i
Cc1ccc(C2=CC(c3ccccc3)n3ncnc3N2)cc1 (stereo not given)
    -1.21	i
O=C(O)CC(Cc1ccc(Cl)cc1)C(=O)Nc1ccc([N+](=O)[O-])cc1 (stereo not given)
    -1.68	i
CC(=O)N1CCc2cc(S(=O)(=O)NC3CCCc4ccccc43)ccc21 (stereo not given)
    .	i
CC(C)C(OC(=O)c1nsc(Cl)c1Cl)C(=O)NC(C)(C)C (stereo not given)
    0.06	i
Cn1c(=O)c2c(ncn2CC(=O)Nc2nc(-c3ccccc3Cl)cs2)n(C)c1=O
    -0.91	i
O=C(NCc1ccccc1Cl)C1CC(=O)N(Cc2ccccc2)C1 (stereo not given)
    2.04	i
CCOC(=O)c1c(NC(=O)c2cccnc2)sc(C)c1C
    1.85	i
Cc1cc(-c2ccccc2)nc(Oc2ccc(C(C)(C)C)cc2)c1S(C)(=O)=O
    1.38	i
Cc1occc1-c1nnc(SCC(=O)O)n1-c1ccccc1
    -1.11	i
Nc1cc(=O)[nH]c(SCC(=O)N2CCCc3ccccc32)n1
    -0.2	i
CC(C)(C)NC(=O)NC(=O)COC(=O)c1cccc(F)c1
    0.19	i
O=C(c1ccccc1O)N1CCOCC1
    -0.85	i
Cc1cc(C)nc(Nc2n[nH]c(-c3ccc(C(C)(C)C)cc3)n2)n1
    -0.2	i
O=C1C=C(N2CCCCCC2)C(=O)N1c1ccc(Cl)cc1
    -0.08	i

Continuation.
Order of results: Kir21 inh	CHT block
COc1ccccc1OCCOc1ccc(/C=C2\C(=N)N3N=C(C)SC3=NC2=O)cc1
    1.68	i
CN(C)C=NC(=O)c1cc(C(=O)c2ccc(C(C)(C)C)cc2)c[nH]1
    1.22	i
Cc1cc(C(=O)NC2CCCCC2)c2cc(F)ccc2n1
    1.28	i
CC(C)NC(=S)NC(=O)c1ccc(Cl)cc1Cl
    0.11	i
O=C1C2C3C=CC(CC3)C2C(=O)N1c1ccccc1 (stereo not given)
    -0.94	i
O=C(C1CC1)N1CCc2cc(Br)cc(S(=O)(=O)NCCN3CCOCC3)c21
    0.06	i
COc1cccc(NC(=S)N(CCN(C)C)C(C)c2ccco2)c1 (stereo not given)
    -1.31	i
N#Cc1ccccc1CN1C(=O)NC(Cc2c[nH]c3ccccc23)C1=O (stereo not given)
    1.45	i
CC(C)CCN1C(N(C)C)=NC[C@@H]1C
    .	i
Cc1cccc(N2C(=O)CN(Cc3ccccc3)C2=S)c1
    -0.34	i
O=C(COc1ccc2ccccc2c1)NNC(=O)Nc1ccc(F)cc1F
    0.08	i
CCCc1nnc(NC(=O)c2ccncc2)s1
    -0.05	i
O=C(NNc1ccccc1[N+](=O)[O-])Nc1ccccc1
    1.77	i
Cc1ccc(CSC2=Nc3ccccc3C3=NC(CCC(=O)NCc4ccco4)C(=O)N23)cc1 (stereo not given)
    -0.91	i
COCCNC(=O)c1onc(CSc2ccc(F)cc2)c1C(=O)NCCOC
    -0.77	i
Cc1cc(/C=C2\C(=N)N3N=C(CC(=O)N4CCOCC4)SC3=NC2=O)c(C)n1Cc1ccccc1
    1.08	i
Cc1ccccc1NC(=O)c1cccc(S(=O)(=O)N2CCCCC2)c1
    0.04	i
O=C(NC(=S)Nc1ccccn1)c1ccco1
    -1.16	i
S=c1[nH]nc(C2CCCCC2)n1Cc1ccccc1
    0.19	i
CC(=O)Nc1ccc(S(=O)(=O)N2CCC(N3CCCCC3)CC2)cc1
    0.44	i
O=C1O/C(=C/c2ccccc2)c2ccccc21
    0.79	i
COC(=O)C1CCN(c2ccc(C(N)=O)cc2[N+](=O)[O-])CC1
    -0.31	i
O=C(C1CCN(C2CCN(Cc3ccc4c(c3)CCO4)CC2)CC1)N1CCCC1
    2.65	i
CCOC(=O)c1ccc(-c2c(C(=O)OCC)oc3cc(O)c(CC)cc3c2=O)o1
    2.81	i
COc1ccc(NC(=O)N2CCCC(c3nc(-c4ccc(C(C)C)cc4)no3)C2)cc1 (stereo not given)
    -0.34	i
O=C(Nc1ccc(S(=O)(=O)Nc2cnc3ccccc3n2)cc1)c1cc(F)c(F)cc1Cl
    1.84	-6.57*
N#Cc1cc(-c2ccccc2)nc(Oc2ccccc2)n1
    0.21	i
O=C(c1ccc(CN2CCOCC2)cc1)N1CCN(Cc2ccccc2)CC1
    0.8	i
Cc1cc(C(F)F)n2nc(C(=O)Nc3ccc(S(=O)(=O)N4CCCCCC4)cc3)nc2n1
    -1.99	i
Cc1ccc(CN2CCNC(=O)C2CC(=O)N2CCN(c3ncccn3)CC2)o1 (stereo not given)
    -0.3	i

The last four records of the section before come first, to join the parts:
Order of results: Kir21 inh	CHT block
N#Cc1cc(-c2ccccc2)nc(Oc2ccccc2)n1
    0.21	i
O=C(c1ccc(CN2CCOCC2)cc1)N1CCN(Cc2ccccc2)CC1
    0.8	i
Cc1cc(C(F)F)n2nc(C(=O)Nc3ccc(S(=O)(=O)N4CCCCCC4)cc3)nc2n1
    -1.99	i
Cc1ccc(CN2CCNC(=O)C2CC(=O)N2CCN(c3ncccn3)CC2)o1 (stereo not given)
    -0.3	i
O=C(NCC(=O)N(Cc1cccs1)C(C(=O)NC1CCCCC1)c1ccco1)c1cccs1 (stereo not given)
    -2.83	i
O=C(CSc1nnc(-c2ccco2)n1Cc1ccccc1)NCc1ccccc1
    -1.25	i
Cc1ccc(CSCC(=O)Nc2ccc(F)cc2)cc1
    -1.82	i
Cc1ccc(C)n1-c1ncc(Br)cn1
    -6.37	i
CC1CC(N(C(=O)c2ccccc2Cl)c2ccccc2)c2ccccc2N1 (stereo not given)
    -0.91	i
COc1cc(/C=N/N2CCN(Cc3ccc(Cl)cc3)CC2)cc(Br)c1O
    -1.84	i
CC(=O)Nc1cccc(C(=O)N2CCN(S(=O)(=O)c3ccc4ccccc4c3)CC2)c1
    0.86	i
COc1ccc(OC)c(C(=O)c2ccc(Cl)cc2)c1
    0.33	i
Cc1c(N=C2N=C(NC(=O)c3cccs3)c3ccccc32)c(=O)n(-c2ccccc2)n1C
    0.88	i
Nc1nonc1-c1nc2ccccc2n1CC(=O)N1CCCCC1
    -0.34	i
CC(C)N1C(=O)CC(Nc2ccc(N3CCOCC3)cc2)C1=O (stereo not given)
    -0.59	i
O=C(NCCC1CCCCN1S(=O)(=O)c1ccc(F)cc1)C(=O)NCc1cccnc1 (stereo not given)
    -0.93	i
Fc1ccc(-n2c(-c3ccco3)n[nH]c2=S)cc1
    -0.74	i
COc1ccccc1C(=O)NC(=O)COC(=O)CCS(=O)(=O)c1ccc(C)cc1
    1.29	i
CCCCC(=O)Nc1ccc(N2CCCC2)cc1
    0.24	i
COc1ccc(C(=O)c2sc3nc(-c4ccccc4)ccc3c2N)cc1OC
    0.75	i
Cc1cc(-c2nc(C)c(C(=O)NN)s2)no1
    -0.06	i
O=C(CSC1=Nc2ccccc2C2=NC(CC(=O)NCc3ccco3)C(=O)N12)NCC1CCCO1 (stereo not given)
    -0.1	i
CCOC(=O)/C(C#N)=C/Nc1ccsc1C(=O)OC
    0.02	i
CCCOc1ccc(CCC(=O)N/N=C/c2ccco2)cc1
    -0.92	i
O=C(NCCc1ccccc1)c1ccc(Cl)c([N+](=O)[O-])c1
    -1.2	i
Cc1c(C(=O)OCC(=O)c2ccc3c(c2)OCCO3)oc2ccccc12
    -0.6	i
O=C(ON=C1CCN(S(=O)(=O)c2ccccc2)CC1)c1ccccc1
    -0.23	i
CNC(=O)c1ccccc1Sc1cccc2cccc(C(=O)O)c12
    0.15	i
CCc1noc(C)c1C(=O)NC1CCCc2c1cnn2-c1cc(C)cc(C)c1 (stereo not given)
    1.53	i
COc1ccc(OC)c(C(=O)CSc2nnc(Cc3cccs3)n2C)c1
    -0.05	i
COc1ccc(CCN2C(=O)CS/C2=N\NC(=O)c2ccc(C(C)(C)C)cc2)cc1OC
    -0.11	i
COc1ccc(N(CC(=O)O)S(=O)(=O)c2c(C)n[nH]c2C)cc1
    1.36	i
COc1ccc(C(=O)O/N=C(\C)c2nccs2)cc1
    -0.07	i
Cc1ccc(OCC(=O)Nc2ccc3oc(=O)ccc3c2)cc1
    0.74	i
CC(C)Cn1c(-c2ccc(Cl)cc2)cnc1SCC(=O)N1CCOCC1
    -1	i
